Assay outcomes as filed in PubChem.
Sm TGR block: blocks Schistosoma mansoni thioredoxin glutathione reductase | AID 485364 | purified TGR, DTNB reduction, TNB absorbance 405 nm | 3% of 360,000 active | Potency, µM (series often up to 114 µM), for the others: at the top dose activity change, negative = inhibition, actives largely listed as inhibitors; also: potency is read from the fitted curve at half-maximal effect; nearly all actives have a fitted effect of over 60% in size
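TGR 20 nM + NADPH 100 uM (dispensed conc.), cpd preinc 15 min RT; start with NADPH (500 uM addition) then DTNB (15 mM addition). Kinetic TNB absorbance, 405 nm filter. Four-parameter Hill fit across titration.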
AmpC inh no detg: inhibitors of E. coli AmpC beta-lactamase without detergent; P00811; AmpC nitrocefin hydrolysis, absorbance 480 nm, 0.0001% Triton; Potency, µM (doses to about 57.1 µM), inactives show top-dose activity change, negative = inhibition, hits mostly inhibitors; 0.52% of 330,000 active;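 also: potency is read from the fitted curve at half-maximal effect; plate controls were no compound for no effect and no enzyme for full effect; nearly all actives have a fitted effect of over 20% in size; some results filed as inactive show a strong effect at the top dose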
Target sequence (P00811 whole entry, looked up): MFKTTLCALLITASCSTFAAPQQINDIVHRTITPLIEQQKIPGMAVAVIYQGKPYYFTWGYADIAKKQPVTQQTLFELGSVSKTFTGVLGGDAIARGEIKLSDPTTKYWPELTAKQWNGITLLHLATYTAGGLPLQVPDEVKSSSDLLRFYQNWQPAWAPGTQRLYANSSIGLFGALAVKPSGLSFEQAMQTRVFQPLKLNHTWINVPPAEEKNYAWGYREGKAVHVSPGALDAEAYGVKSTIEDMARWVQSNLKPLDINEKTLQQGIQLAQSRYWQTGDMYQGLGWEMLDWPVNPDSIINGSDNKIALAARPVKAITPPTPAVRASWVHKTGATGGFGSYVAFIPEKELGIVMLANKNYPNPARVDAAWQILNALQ
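AmpC (5.3 nM in the dispensed reagent) in 20 mM phosphate pH 7.0 with 0.01% (detergent screen) or 0.0001% Triton X-100 was preincubated with compounds for 15 min at room temperature. Nitrocefin was then added from an 800 uM solution, and hydrolysis was followed at 480 nm.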
Giardia FBPA inh: Giardia lamblia aldolase inhibition; A8B2U2; purified Giardia FBPA; Potency, µM (top dose mostly 59.6 µM), for inactives: top-dose activity, negative = inhibition, actives largely listed as inhibitors; 0.71% of 290,000 active; AID 2451; also: potency is read from the fitted curve at half-maximal effect; nearly all actives have a fitted effect of over 55% in size
Target sequence (A8B2U2 whole entry, looked up): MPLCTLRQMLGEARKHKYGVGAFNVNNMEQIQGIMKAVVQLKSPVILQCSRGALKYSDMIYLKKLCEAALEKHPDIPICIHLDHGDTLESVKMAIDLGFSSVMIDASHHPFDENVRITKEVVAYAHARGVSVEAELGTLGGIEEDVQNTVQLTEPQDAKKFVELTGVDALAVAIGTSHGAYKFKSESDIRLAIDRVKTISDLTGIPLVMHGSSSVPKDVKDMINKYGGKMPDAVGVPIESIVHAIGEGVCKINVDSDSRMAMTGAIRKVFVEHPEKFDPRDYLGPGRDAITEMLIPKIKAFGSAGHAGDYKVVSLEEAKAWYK
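Giardia FBPA (40 nM reagent) was preincubated 10 min at RT with compound (up to 57.5 uM final), then substrate plus GAPDH/TPI/NAD/arsenate coupling system with diaphorase/resazurin was added; resorufin fluorescence (525/598 nm) was read after 20 min.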
AMA1-RON2 inh: AMA1-RON2 (P. falciparum) interaction inhibition; AlphaScreen AMA1-biotinylated RON2 peptide binding; 0.2% of 360,000 active; Potency, µM (titrated, usually from 58.2 µM), without a hit: at the highest dose activity change, negative = inhibition, hits mostly inhibitors; AID 720542;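 also: potency is read from the fitted curve at half-maximal effect; 0% = vehicle wells and -100% = peptide control; nearly all actives have a fitted effect of over 45% in size; some results filed as inactive show a strong effect at the top dose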
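AMA1 (3D7) with his tag at 25 nM final met compounds first, then biotinylated RON2 peptide at 25 nM; detection used donor plus acceptor beads, 10 µg/mL apiece, read by AlphaScreen after 30 min at room temperature.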
AmpC inh detg: blocks E. coli AmpC beta-lactamase in detergent assay; AmpC hydrolysis of nitrocefin, absorbance 480 nm, 0.01% Triton; Potency, µM (doses to about 114 µM), inactives show at the highest dose activity change, negative = inhibition, usual class: inhibitors; 0.041% of 370,000 active;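 also: potency is read from the fitted curve at half-maximal effect; 0% = no-compound wells and -100% = no-enzyme wells; nearly all actives have a fitted effect of over 25% in size; some results filed as inactive show a strong effect at the top dose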
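AmpC (5.3 nM in the dispensed reagent) in 20 mM phosphate pH 7.0 with 0.01% (detergent screen) or 0.0001% Triton X-100 was preincubated with compounds for 15 min at room temperature. Nitrocefin was then added from an 800 uM solution, and hydrolysis was followed at 480 nm.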
HCMV inh: inhibitors of human cytomegalovirus | AID 1259415 | activity change, negative = inhibition, % at 57.5 µM | HFF cells, HCMV-luciferase reporter, 72 h; stronger effect = lower value | 4.5% of 410,000 active; in the data active = activity change below about -60%; inconclusive = no clear call, values can overlap the other calls; inactive = above about -39%
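Two compound doses tested in HFFs infected with HCMV-luciferase, MOI 1 PFU/cell, 72 h at 37C. Lysate luminescence read with OneGlo; data normalized against buffer-only and 10uM Salinomycin inhibitor controls.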
An asterisk follows results filed as active; ? = inconclusive; nt = no result given; & = joins results of further samples; [ ] = remark or other dose. Unless noted, calls follow the shape of the dose curve; as a rule, active = well fitted curve in the direction sought with a large enough effect; inconclusive = small, poorly fitted or top-dose-only effect, or another doubt; inactive = no such curve, though single readings can be large; an effect the other way counts as inactive or inconclusive. Unless noted, % is scaled to controls: 0 for no effect and ±100 for the full control effect.

mol,Sm TGR block,AmpC inh no detg,Giardia FBPA inh,AMA1-RON2 inh,AmpC inh detg,HCMV inh
CCC(C)n1c(SCC(=O)Nc2ccc3[nH]c(=O)[nH]c3c2)nc2ccccc2c1=O (centres undefined),-16%,-17%,nt,9%,?,-30
CCOc1ccc(N(CC(=O)NC2CCCCC2)C(=O)CCC(=O)Nc2cc(C)ccn2)cc1,2%,-18%,3%,-2%,?,-12
Cc1ccc(C(O)c2nc3ccccc3n2C(C)C)cc1 (centres undefined),25%,-25%,6%,14%,-2%,-23
CCn1c(-c2ccccn2)nc2cc(S(=O)(=O)N(C)C)ccc21,3%,-2%,9%,46%[activator],-6%,-7
O=C(CSc1nnc2ccc(-c3ccco3)nn12)Nc1ccccc1F,11µM*,-13%,nt,-6%,?,-9
CCCCc1cc(=O)oc2cc(OCC(=O)NC(Cc3c[nH]c4ccc(O)cc34)C(=O)O)ccc12 (centres undefined),-8%,-46%,15%,13%,?,15
O=C(CSCn1nnc2c(=O)[nH]c(Cc3ccc(F)cc3)nc21)Nc1ccccc1,-5%,nt,nt,nt,-4%,19
CCCn1cnc2cc(NCc3ccc(Br)cc3)ccc21,-29%,-1%,5%,-25%,-7%,3
CCOC(=O)c1cc(S(=O)(=O)NC2CCCCC2)cn1C,-5%,-20%,nt,0%,3%,-21
CN=C1CC(SC)=C1c1ccc(C)cc1,-18%,-15%,-3%,5%,?,-19
COC(=O)[C@@]1(Cc2ccccc2)[C@H]2c3cc(C(=O)N4CCCC4)n(CCSCCO)c3C[C@H]2CN1C(=O)c1ccccc1,-30%,301%[activator],-11%&-7%,nt,-14%,nt
CC(=O)NC1CC2CCCC(C1)N2C(=O)Nc1ccccc1 (centres undefined),-21%,-22%,5%,3%,-4%,-1
NC(N)=N/N=C/c1cn(-c2ccccc2)nc1-c1cccs1,1%,-8%,-5%,-10%,-5%,-98*
Nc1nnnn1/N=C/C=C/c1ccccc1,0%,-21%,4%,7%,?,4
CC(C)n1nc(C(=O)Nc2nc3ccccc3[nH]2)c2ccccc2c1=O,-2%,-15%,?,62%[activator],-5%,-30
CC(O)CNc1nc(NCc2ccccc2)c2cnn(C)c2n1 (centres undefined),-14%,-8%,-2%,5%,-11%,-7

Sorted by number of heavy atoms (ascending): some entries from above.
mol,Sm TGR block,AmpC inh no detg,Giardia FBPA inh,AMA1-RON2 inh,AmpC inh detg,HCMV inh
CN=C1CC(SC)=C1c1ccc(C)cc1,-18%,-15%,-3%,5%,?,-19
Nc1nnnn1/N=C/C=C/c1ccccc1,0%,-21%,4%,7%,?,4
CC(=O)NC1CC2CCCC(C1)N2C(=O)Nc1ccccc1 (centres undefined),-21%,-22%,5%,3%,-4%,-1
COC(=O)[C@@]1(Cc2ccccc2)[C@H]2c3cc(C(=O)N4CCCC4)n(CCSCCO)c3C[C@H]2CN1C(=O)c1ccccc1,-30%,301%[activator],-11%&-7%,nt,-14%,nt

(cont.)
mol,Sm TGR block,AmpC inh no detg,Giardia FBPA inh,AMA1-RON2 inh,AmpC inh detg,HCMV inh
Cc1ccc(O)c(C(=O)/C=C/c2ccc3c(c2)OCCO3)c1,-10%,-42%,-4%,?,-2%,19
CC(C)CCN(C(=O)Nc1ccc(Cl)c(Cl)c1)C(C)c1cccs1 (centres undefined),-1%,nt,nt,nt,22%,16
CC1=C(C(=O)Nc2ccc(Cl)cc2)C(C(C)C)n2nc(SCc3cccc(C)c3)nc2N1 (centres undefined),0%,nt,nt,nt,7%,9
CCCCN(C)Cc1c(C)[nH]c2ccc(Cl)cc2c1=O,-1%,2%,2%,1%,-6%,35
O=C(CN1CCCC1)N/N=C/c1ccc(-c2cccc(Cl)c2)o1,-3%,25%,-2%,45%[activator],-12%,-3
O=C(CCc1[nH]c2ccccc2c1Sc1ccccc1)N(CCO)CCO,-15%,98%[activator],-6%,9%,?,8
CCn1cc(C(=O)O)c(=O)c2cc(Br)ccc21,0%,-12%,19%,14%,1%,7
NS(=O)(=O)c1cccc(NC(=O)COC(=O)c2cc(-c3ccc(Cl)cc3)nc3ccccc23)c1,-1%,-12%,0%,-3%,?,?

Of the compounds above, these contain fluorine.
mol,Sm TGR block,AmpC inh no detg,Giardia FBPA inh,AMA1-RON2 inh,AmpC inh detg,HCMV inh
O=C(CSc1nnc2ccc(-c3ccco3)nn12)Nc1ccccc1F,11µM*,-13%,nt,-6%,?,-9
O=C(CSCn1nnc2c(=O)[nH]c(Cc3ccc(F)cc3)nc21)Nc1ccccc1,-5%,nt,nt,nt,-4%,19

Other entries.
mol,Sm TGR block,AmpC inh no detg,Giardia FBPA inh,AMA1-RON2 inh,AmpC inh detg,HCMV inh
Cc1ccsc1C(=O)NNC(=O)Nc1ccc(Cl)c(Cl)c1,12%,-33%,0%,86%[activator],0%,19
O=C(Nc1ccc2nc3n(c(=O)c2c1)CCCCC3)c1ccccc1Cl,3%,-18%,2%,1%,?,6
COc1cccc(-n2c(=O)[nH]cc(C(=O)Nc3ccc4c(c3)OCCO4)c2=O)c1,4%,-18%,3%,0%,-3%,83
Cc1cc(C)cc(NC(=O)CSc2nc(=O)n(CCN3CCOCC3)c3c2CCCC3)c1,-4%,-8%,nt,9%,0%,17
Cc1ccc(Cl)cc1NC(=O)c1cc(CN2CCCC2)on1,-3%,nt,nt,nt,21%,5
O=S1(=O)CCOC[C@H](CC2CCCCC2)N1Cc1ccc(F)cc1,-15%,115%[activator],-2%,-5%,?,7
Cc1nc2ncnn2c(C)c1CCC(=O)Nc1ccc(S(=O)(=O)N2CCCCCC2)cc1,17%,216%[activator],-6%,-7%,-10%,-21
Clc1ccccc1-c1cc(COc2ccc3ccccc3c2)no1,4%,-19%,4%,6%,3%,?
CCOC(=O)C(c1ccccc1)C(Nc1cc(C(F)(F)F)cc(C(F)(F)F)c1)c1ccccn1 (centres undefined),-1%,-3%,2%,6%,-8%,-8
COc1ccc(-n2c(=O)c3ccccc3n(CC(=O)NCC3CCCO3)c2=O)cc1 (centres undefined),3%,-14%,15%,0%,-3%,-20
Cc1cccc(C)c1OCC(=O)Nc1cc(Cl)ccc1-n1cncn1,-2%,0%,nt,-3%,?,-1
COc1cc(C(=O)OCc2cc(=O)n3nc(C(C)C)sc3n2)cc(OC)c1OC,-7%,nt,nt,nt,0%,8
Nc1cc(N)nc(SCC(=O)Nc2ccc(Br)cc2Cl)n1,0%,-20%,0%,-11%,?,111
O=C(Cc1ccc(NC(=O)N2CCCCc3ccccc32)cc1)Nc1ccccc1Br,-6%,nt,nt,nt,-9%,13
O=C(NCc1ccco1)c1cnc2n(c1=O)CCS2,-16%,-17%,4%,0%,-10%,-4
Cc1ccc(Cl)cc1N1CCN(C(=O)c2cccn2-c2nnc(N3CCCC3)s2)CC1,?,nt,nt,nt,5%,?

(continued)
Sequence of screens: Sm TGR block, AmpC inh no detg, Giardia FBPA inh, AMA1-RON2 inh, AmpC inh detg, HCMV inh
> Cc1c(Cl)cccc1NC(=O)Nc1ccccc1C(N)=O
→ nt, -17%, -1%, 8%, -3%, ?
> O=C(NNC(=O)c1ccco1)c1csc(N2CCOCC2)n1
→ -3%, -7%, nt, 107%[activator], ?, -21
> O=C(c1cc2nc(-c3ccc(F)cc3)cc(C(F)(F)F)n2n1)N1CCCCC1c1cccnc1 (centres undefined)
→ 1%, 107%[activator], 6%, 18%, ?, -90*
> CCN(Cc1ccccc1)S(=O)(=O)c1c(C)n(C)c(=O)n(C)c1=O
→ -8%, ?, nt, 2%, ?, -21
> CCOc1ccc(NC(=O)C2CCCN(S(=O)(=O)c3ccc(-n4cnnn4)cc3)C2)cc1 (centres undefined)
→ 0%, -6%, nt, 26%, 5%, -10
> OCC1(Cc2ccccc2)CCN(Cc2ccc(C(F)(F)F)cc2)CC1
→ 8%, 57%, 1%, 9%, 8%, -17
> Cc1ccc(-c2csc(NC(=O)Cn3cnc4c3c(=O)n(C)c(=O)n4C)n2)cc1C
→ -19%, -18%, 6%, 5%, -1%, 5
> CN(C(=O)CSc1nc(O)cc(=O)n1-c1ccccc1F)c1ccccc1
→ 2%, -7%, nt, 9%, 3%, -16
> COc1ccc(CNC(=O)Cn2c(=O)nc(-c3ccccc3F)c3cc(Cl)ccc32)cc1
→ 0%, nt, nt, nt, 9%, -23
> O=[N+]([O-])c1ccccc1OCc1nc(-c2cccs2)no1
→ 0%, -39%, -7%, -2%, -4%, ?
> COC(=O)c1cccc(NC(=O)c2cccc(N3C(=O)CCC3=O)c2)c1
→ -6%, -14%, nt, -8%, -10%, 1
> COCCN(Cc1nc2ccccc2c(=O)[nH]1)C(=O)COc1cccc(C(C)=O)c1
→ 6%, -17%, nt, 21%, ?, 4
> Cc1cccc(C(=O)N[C@H](C(=O)Nc2nc3ccc(S(C)(=O)=O)cc3s2)C(C)C)c1
→ nt, 18%, -11%, 11%, 2%, 30
> C#CC[N+](C)(C)C(C#Cc1ccccc1)CC=C (centres undefined)
→ 2%, -15%, 0%, 5%, 1%, -89*
> CN1C(=O)C(=Cc2ccc(N3CCCCCC3)cc2)C(=O)N(C)C1=O
→ ?, -18%, -21%, -25%, ?, -1
> Cc1onc2c(=O)n(-c3ccccc3)nc(-c3ccccc3)c12
→ 26%, -18%, 5%, 10%, ?, ?
> Cc1ccccc1NC(=O)COC(=O)c1c(-c2ccccc2)noc1C
→ -18%, -15%, nt, 0%, -1%, -20
> CN1C(=O)CC(C(=O)O)SC1=Nc1cc(Cl)cc(Cl)c1 (centres undefined)
→ -2%, -28%, ?, -5%, -15%, 60
> CC(=O)Nc1ccc(S(=O)(=O)Nc2nccc(C)n2)cc1
→ -1%, -4%, ?, 0%, 6%, 21
> COc1ccc(C(=O)Nc2ccc(C(=O)NCC3CCCO3)cc2)c(OC)c1OC (centres undefined)
→ 0%, -2%, -5%, -2%, -19%, 40
> Cc1ccc(-c2nnn(CC(=O)N(c3ccccc3)C(C(=O)NC3CCCC3)c3ccncc3)n2)o1 (centres undefined)
→ -6%, -6%, nt, 18%, -5%, -11
> Cc1cccc(NC(=O)COn2nnc3ccc(S(C)(=O)=O)cc32)c1
→ -4%, -15%, 2%, 11%, -4%, -27
> COc1ccc(N(C(=O)C2CCCCC2)S(=O)(=O)c2cccc3cccnc23)cc1
→ -1%, -14%, -11%, 8%, 6%, -38
> Cc1ccc(N2C(=O)c3ccc(C(=O)N4CCN(c5ccccc5F)CC4)cc3C2=O)cc1
→ -3%, 47%, 1%, 3%, ?, -2

As entered above.
CN1C(=O)CC(C(=O)O)SC1=Nc1cc(Cl)cc(Cl)c1 (centres undefined) in AMA1-RON2 inh = -5%
Cc1ccccc1NC(=O)COC(=O)c1c(-c2ccccc2)noc1C in AMA1-RON2 inh = 0%
